Screening data from PubChem BioAssay.
12-LOX inh: inhibitors of human 12S-lipoxygenase ALOX12. P18054. purified 12hLO, xylenol orange hydroperoxide absorbance. Potency, µM (doses to about 108 µM), without a hit: top-dose activity change, negative = inhibition, hits mostly inhibitors. 580,000 compounds, 1.1% hits; note: potency is the fitted concentration of half-maximal effect; % is set by controls: 0 for no effect and ±100 for the full control effect
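Purified human 12hLO (150 nM final) in 25 mM Hepes, 0.01% Triton X-100, pH 7.0 was preincubated 15 min at room temperature with compound. Then 40 uM arachidonic acid was added, 30 min. Hydroperoxide was read by Fe-XO absorbance ratio 573/405 nm.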
POLK inh: inhibitors of human DNA polymerase kappa; Potency, µM (doses to about 107 µM), inactives show top-dose activity, negative = inhibition, actives largely listed as inhibitors; purified Pol kappa, fluorescent DNA synthesis assay, 10 min; Q9UBT6; 400,000 compounds, 0.53% hits; note: potency is the fitted concentration of half-maximal effect; % is set by controls: 0 for no effect and ±100 for the full control effect
Target sequence (Q9UBT6 whole entry, looked up): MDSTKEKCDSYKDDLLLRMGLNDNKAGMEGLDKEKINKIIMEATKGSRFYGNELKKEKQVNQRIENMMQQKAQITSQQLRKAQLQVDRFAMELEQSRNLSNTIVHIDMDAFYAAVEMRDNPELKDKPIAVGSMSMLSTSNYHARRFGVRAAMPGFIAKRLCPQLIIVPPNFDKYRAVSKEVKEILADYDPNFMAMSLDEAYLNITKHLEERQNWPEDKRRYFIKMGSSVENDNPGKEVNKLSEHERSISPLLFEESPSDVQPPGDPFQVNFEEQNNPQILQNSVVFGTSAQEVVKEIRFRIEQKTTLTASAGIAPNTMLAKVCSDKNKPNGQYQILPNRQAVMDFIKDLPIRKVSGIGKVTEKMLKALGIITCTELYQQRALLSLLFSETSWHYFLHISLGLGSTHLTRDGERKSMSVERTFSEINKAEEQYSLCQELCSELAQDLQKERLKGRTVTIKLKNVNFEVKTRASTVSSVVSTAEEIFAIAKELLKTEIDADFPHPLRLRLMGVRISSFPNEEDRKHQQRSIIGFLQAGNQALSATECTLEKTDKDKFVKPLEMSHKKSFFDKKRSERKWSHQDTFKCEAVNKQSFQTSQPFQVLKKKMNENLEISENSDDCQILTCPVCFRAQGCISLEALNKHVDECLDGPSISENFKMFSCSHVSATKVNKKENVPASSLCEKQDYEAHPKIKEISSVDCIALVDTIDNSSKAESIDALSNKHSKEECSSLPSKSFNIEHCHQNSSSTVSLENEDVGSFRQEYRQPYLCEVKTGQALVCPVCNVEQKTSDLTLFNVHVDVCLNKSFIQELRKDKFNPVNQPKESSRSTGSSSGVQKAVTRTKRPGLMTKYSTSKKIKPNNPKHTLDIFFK
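Fluorescent qHTS in 1536-well format: enzyme (10 nM) and compound sat 15 min at room temperature before 50 nM substrate (final) was added. Signal taken at 0 and 10 min; no-enzyme buffer wells were negative controls.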
ERG-DNA inh: blocks human ERG Ets domain binding to DNA. 370,000 compounds, 0.028% hits. fluorescence polarization, His-ERG Ets domain / labelled DNA. Potency, µM (series often up to 76.9 µM), without a hit: top-dose FP activity, negative = inhibition, most hits filed as inhibitors. P11308; active = well fitted inhibition curve with a large enough effect in the polarisation, with a control signal flat; inconclusive = small, poorly fitted or top-dose-only effect, or effect the other way, or a change in a side signal; inactive = no such curve, though single readings can be large or run the other way; the % refers to the polarisation;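 note: polarization taken with two DNA probes labelled with fluorescein and Texas red; potency is the fitted concentration of half-maximal effect; % of control where 0% means no effect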
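His-tagged ERG Ets domain (1 uM in the protein solution; 300mM KCl, 50mM Tris-HCl, 1mM EDTA, 1mM DTT, pH 7.5) received compound, then a probe mix of 5 nM fluorescein-DNA and 100nM Texas-615-DNA. Fluorescence polarization was read for both dyes.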
Anesthetic bind: candidate novel general anesthetic via apoferritin binding. P02791. Potency, µM (titrated, usually from 77.5 µM), for the others: top-dose activity change, negative = displacement, usual class: inhibitors. 350,000 compounds, 0.074% hits. AID 485281. apoferritin/1-aminoanthracene competitive binding, fluorescence; note: potency is the fitted concentration of half-maximal effect; % is set by controls: 0 for no effect and ±100 for the full control effect; nearly all actives have a fitted effect of over 20% in size
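Horse-spleen apoferritin (10 uM) in 50% saturated 1-aminoanthracene in PBS was incubated 10 min at room temperature with compound. Fluorescence (ex 380, em 535 nm) was normalized to free and bound 1-AMA, with concentration-response fitted by a four-parameter Hill equation.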
APE1 inh: blocks human APE1 abasic DNA cleavage; P27695; recombinant APE1, TAMRA/BHQ-2 abasic DNA cleavage fluorescence; Potency, µM (series often up to 65.8 µM), without a hit: top-dose activity change, negative = inhibition, most hits filed as inhibitors; 350,000 compounds, 0.35% hits;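 note: potency is the fitted concentration of half-maximal effect; plate controls were vehicle for no effect and reference inhibitor for full effect; nearly all actives have a fitted effect of over 55% in size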
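APE1 at 0.75 nM preincubated 15 min at room temperature with compound. Reaction then started with 50 nM double-stranded THF-abasic substrate labelled with TAMRA/BHQ-2, and 525/598 nm fluorescence read kinetically. Activity taken as third-minus-first read difference, normalized to DMSO and NSC13755 controls.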
LDHA block: LDHA (human) enzyme inhibition | AID 1347041 | purified LDHA, NADH/diaphorase-resazurin fluorescence; stronger effect = lower value | activity change, % (values are at about 110 or 230 µM) | 480,000 compounds, 0.15% hits | P00338; in the data active = activity change below about -30%; inconclusive = mostly about -25% to -30%;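 note: plate controls were DMSO wells for no effect and wells without enzyme for full effect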
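Enzyme activity of human lactate dehydrogenase 5 (2 nM; 0.06 mM NADH, 0.2 mM pyruvate, 5 min, RT) is measured via a resazurin/diaphorase fluorescence readout of residual NADH.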
Pol beta inh: inhibitors of human DNA polymerase beta. Pol beta primer extension/strand displacement, fluorescence kinetic. Potency, µM (series often up to 114 µM), without a hit: top-dose activity change, negative = inhibition, hits mostly inhibitors. P06746. 340,000 compounds, 1.3% hits. AID 485314; note: potency is the fitted concentration of half-maximal effect; % is set by controls: 0 for no effect and ±100 for the full control effect
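Pol beta (10 nM) and compounds were preincubated 15 min at room temperature, then 50 nM substrate (final) started primer extension/strand displacement. Reads were taken at 0 and 10 min; concentration-response data were fitted to a four-parameter Hill equation.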
RGS4 inhibitor: blocks human RGS4-accelerated GTP hydrolysis; P49798; Transcreener GDP fluorescence polarization, RGS4-accelerated GTP hydrolysis; Potency, µM (highest dose often 114 µM), inactives show at the highest dose activity change, negative = inhibition, usual class: inhibitors; 390,000 compounds, 0.039% hits; AID 504845; note: potency is the fitted concentration of half-maximal effect; % is set by controls: 0 for no effect and ±100 for the full control effect; nearly all actives have a fitted effect of over 75% in size; some results filed as inactive show a strong effect at the top dose
Target sequence (P49798 whole entry, looked up): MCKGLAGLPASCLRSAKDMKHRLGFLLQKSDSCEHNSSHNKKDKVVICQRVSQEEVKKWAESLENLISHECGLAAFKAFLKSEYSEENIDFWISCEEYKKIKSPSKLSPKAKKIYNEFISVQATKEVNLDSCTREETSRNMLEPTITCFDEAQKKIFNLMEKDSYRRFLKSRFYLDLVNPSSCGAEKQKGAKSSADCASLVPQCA
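MLSMR compounds (23 nl, pin-transferred) preincubated 10 min at room temperature with a 500nM (2x) first reagent, then RGS4 at 900nM (2x) plus Transcreener GDP mix added; fluorescence polarization (620/688 nm) read before and after 90 min at 30 °C.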
Pol eta inh: blocks human DNA polymerase eta activity | Potency, µM (series often up to 114 µM), inactives show at the top dose activity change, negative = inhibition, actives largely listed as inhibitors | Q9Y253 | recombinant Pol eta, fluorescent DNA replication assay | AID 588591 | 390,000 compounds, 1.2% hits; note: potency is the fitted concentration of half-maximal effect; % is set by controls: 0 for no effect and ±100 for the full control effect
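Pol eta at 10 nM preincubated with compounds 15 min at room temperature; reaction started with fluorescent substrate (50 nM final) and read kinetically at 0 and 10 min.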
* hit, by the source's call; ? = inconclusive; · = no result given; & = joins results of further samples; ! = not active in a repeat; [ ] = another dose, or the depositor's remark. Unless noted, calls come from the whole dose curve; as a rule, active = well fitted curve in the direction sought with a large enough effect; inconclusive = small, poorly fitted or top-dose-only effect, or another doubt; inactive = no such curve, though single readings can be large; an effect the other way counts as inactive or inconclusive. Not all compounds are listed; count on the stated rates, not on these rows.

SMILES | 12-LOX inh | POLK inh | ERG-DNA inh | Anesthetic bind | APE1 inh | LDHA block | Pol beta inh | RGS4 inhibitor | Pol eta inh
CCOC(=O)c1c(NC(=O)CN2CCCCC2)sc(C)c1C | -13% | 6% | -1% | -1% | -4% | 0 | 1% | 13% | -16%
COc1cccc(-c2cc(C(=O)Nc3cc(OC)c(OC)c(OC)c3)no2)c1 | 27% | -12% | -4% | -12% | -2% | -6 | 5% | -3% | -12%
N=C1C(c2nc(-c3cccc([N+](=O)[O-])c3)cs2)=C(O)CN1NC(=O)c1ccco1 | -10% | ? | -2% | -7% | 0% | -2 | 0% | -30% | 50µM*
O=S(=O)(NCC(c1cccnc1)N1CCN(Cc2ccccc2)CC1)c1cc(F)ccc1F (centres undefined) | 487%[activator] | 0% | -16% | -14% | 20% | 0 | -2% | 8% | -4%
CCOC(=O)N1CCN(S(=O)(=O)c2cccc3ccc(C)nc23)CC1 | 5% | -11% | -2% | -2% | 4% | -11 | -25% | 8% | 7%
CCOC(=O)n1c(=O)n(C)c2ccc(Cl)cc21 | 2% | 6% | 7% | -3% | -4% | -4 | 3% | -29% | -18%
CC1CCc2sc(NC(=O)C3CC(Cl)=CCC3C(=O)O)c(C#N)c2C1 (centres undefined) | -24% | -16% | -1% | -9% | -1% | -4 | 17% | 10% | -16%
Cc1ccc(NC(=O)c2ccc(NC(=O)N3CCSc4ncccc43)cc2)cc1Cl | ? | -19% | -1% | -1% | · | 4 | 10% | 21% | -12%
CN(C)c1c(F)cc(-c2nn[nH]n2)cc1F | 0% | 2% | -3% | 1% | 27% | 0 | -1% | 23% | -15%
Clc1ccc(C(c2ccccc2)N2CCNCC2)cc1 (centres undefined) | ? | -12% | -4% | -8% | 3% | -10 | 3% | -14% | -7%
O=C(Cc1cccc(C(F)(F)F)c1)NCC(c1ccco1)N1CCCCC1 (centres undefined) | -2% | 3% | 17% | ? | 8% | -1 | -19% | 1% | -27%
O=c1cccc2n1Cc1cc3ccccc3nc1-2 | ? | -13% | 0% | 389%[activator] | -3% | -2 | 0% | -7% | 6%
Cc1ccc2oc(=O)c3cc(C(=O)Nc4ccccc4C(N)=O)sc3c2c1 | 4% | -5% | 2% | 6% | · | -9 | -1% | 8% | -12%
O=[N+]([O-])/C(C(=C(Cl)Cl)N1CCOCC1)=C1\NCCO1 | -2% | 2% | -11% | -5% | 2% | 2 | 35% | -25% | -16%
COC(=O)c1ccc(OCCn2cnc3ccccc3c2=O)cc1 | 10% | -11% | 5% | -8% | 14% | 2 | 38% | -27% | -10%
Cc1cccc(NS(=O)(=O)c2c(C)nc3scc(C)n3c2=O)c1 | -3% | -20% | -3% | -12% | -11% | -6 | 3% | 3%[11.4 µM] | 7%

Continued; it opens with the 4 that closed the last part.
SMILES | 12-LOX inh | POLK inh | ERG-DNA inh | Anesthetic bind | APE1 inh | LDHA block | Pol beta inh | RGS4 inhibitor | Pol eta inh
Cc1ccc2oc(=O)c3cc(C(=O)Nc4ccccc4C(N)=O)sc3c2c1 | 4% | -5% | 2% | 6% | · | -9 | -1% | 8% | -12%
O=[N+]([O-])/C(C(=C(Cl)Cl)N1CCOCC1)=C1\NCCO1 | -2% | 2% | -11% | -5% | 2% | 2 | 35% | -25% | -16%
COC(=O)c1ccc(OCCn2cnc3ccccc3c2=O)cc1 | 10% | -11% | 5% | -8% | 14% | 2 | 38% | -27% | -10%
Cc1cccc(NS(=O)(=O)c2c(C)nc3scc(C)n3c2=O)c1 | -3% | -20% | -3% | -12% | -11% | -6 | 3% | 3%[11.4 µM] | 7%
Cc1cc(C)n(CC(O)COc2ccc3ccccc3c2)n1 (centres undefined) | -9% | -7% | 6% | -4% | ? | -9 | 11% | 16% | 0%
CCc1cccc(NC(=O)Nc2ccc3c(c2)N(C)C(=O)c2ccccc2S3)c1 | ? | -15% | 0% | ? | · | -15 | -26% | 0% | -1%
O=C(Nc1ccccc1C(=O)Nc1ccc(Br)cn1)c1cccc([N+](=O)[O-])c1 | 0% | 3% | 4% | -3% | -5% | -1 | 22% | -13% | -8%
CC(=O)Nc1ccc(NC(=O)CCn2nnc3ccccc32)cc1 | -10% | 3% | 12% | 45%[activator] | 3% | -14 | 1% | ? | 7%
CCO[C@H]1OC(C(=O)NCc2ccccc2)=C[C@@H](c2ccc3c(c2)OCO3)[C@@H]1CCCO | -1% | -3% | 14% | -10% | 0% | 0 | 2% | 2% | -10%
COc1ccc(NC(=O)CN2C(=O)C(c3ccccc3)=NC23CCCCCC3)cc1 | -17% | -9% | -5% | -4% | -9% | -1 | 15% | -25% | -20%
N#CC1(NC(=O)COC(=O)c2cc([N+](=O)[O-])ccc2N2CCOCC2)CCCCC1 | -16% | -10% | -1% | · | 3% | -3 | · | -6% | -21%
O=C(c1ccc(-c2cc(Cl)ccc2Cl)o1)N1CCOCC1 | 8% | -1% | -1% | -16% | 0% | -11 | -5% | 17% | 6%
O=C(NCCCn1ccnc1)c1ccc(Br)s1 | 8% | -5% | -5% | -3% | 3% | -3 | 22% | -3% | -12%
Cc1cccc(NC(=O)CN2CCN(C(=O)C3CCN(C(=O)/C=C/c4ccccc4)CC3)CC2)c1C | -16% | 11% | 4% | · | 10% | -3 | · | -3% | -17%
COc1ccc(Br)cc1CNC(=O)c1cc(=O)[nH]c2ccc(S(=O)(=O)N3CCCC3)cc12 | -29% | -1%[60.1 µM] | -3% | -6% | · | -4 | -8% | 2% | -19%
COC(=O)c1c(NC(=O)c2cnccn2)sc2c1CCC2 | 0% | -16% | 1% | -6% | 2% | 0 | -27% | -12% | -2%
O=C1CC(N2C(=O)/C(=C/C=C/c3ccccc3)SC2=S)C(=O)N1c1ccccc1 (centres undefined) | -21% | -23% | 21% | -4% | 21% | -6 | 22% | -39% | -15%
N#CC1=C(N)Oc2cc(N)ccc2C1c1cccnc1 (centres undefined) | -7% | -2% | 5% | 2% | 1% | 9 | 1% | -15% | ?
COC(=O)c1ccc(CSc2nc3c(c(=O)n2-c2ccccc2)SCC3)o1 | -22% | -20% | 3% | -10% | 4% | -10 | -3% | -1% | -16%
CCC(C)NC(=O)c1cnn(-c2ccc(Cl)cc2)c1C1CCN(C(=O)OC(C)(C)C)CC1 (centres undefined) | -14% | -4% | -3% | -2% | · | -1 | -1% | 1% | -16%
CCOc1cc(CNC2CCCC2)cc(Cl)c1OCc1ccccc1 | -3% | 8% | -1% | -22% | 0% | -2 | 7% | -12% | -15%
COc1ccc(NCC(=O)N/N=C/c2c(C)nn(Cc3ccccc3)c2Cl)cc1 | -17% | -13% | -2% | -16% | 16% | 5 | 12% | 4% | -18%
Cc1cc(C)c(NS(=O)(=O)c2cc(-c3cnc(C4CC4)o3)ccc2C)c(C)c1 | -3% | -5%[60.1 µM] | 2% | 41%[activator] | · | -7 | 18% | 23% | ·
COc1ccc(C(C(=O)NC2CCCCC2)N(Cc2ccco2)C(=O)c2snc(C(N)=O)c2N)cc1 (centres undefined) | -37% | -7% | -13% | -11% | 9% | -14 | 1% | -3% | -5%
COc1ccc(O)c(/C=N/NC(=S)Nc2cccc(S(=O)(=O)N(C)C)c2)c1 | ? | -14% | · | 45%[activator] | 24% | -10 | -2% | ? | -9%
Cc1c(Cl)c(C(F)(F)F)nn1CC(=O)NCc1ccco1 | -11% | -7% | 4% | -18% | 6% | -11 | 2% | -9% | -3%
Cc1nn(-c2ccccc2)c(Cl)c1C(=O)NCCN(C)C | 12% | -5% | -2% | 2% | -4% | -5 | -5% | 1% | 0%
COc1ccc(NC(=O)CSCC(=O)NCc2ccco2)cc1 | -12% | -9% | 1% | · | -8% | 0 | · | -6% | -3%
Clc1ccc(CSc2nccn2Cc2ccccc2)cc1 | ? | -8% | 2% | -10% | 12% | -3 | -1% | -19% | -21%
Cc1cccc(S(=O)(=O)c2c(N)n(-c3ccccc3)c3nc4ccccc4nc23)c1 | -21% | 8% | -5% | 4% | -6% | -1 | 10% | -11% | -23%
Cc1ncc(CSCC(=O)Nc2cc(C(F)(F)F)ccc2Cl)c(CO)c1O | ? | -12% | 4% | 7% | -1% | -7 | -4% | 18%[56.9 µM] | 13%
O=C(Nc1ccccc1C(F)(F)F)c1cc(S(=O)(=O)N2CCC3(CC2)OCCO3)ccc1F | 15% | -7% | 0% | -19% | -12% | -8 | 0% | -6% | -9%
COc1cccc(C(=O)Nc2ccncc2)c1OC | -14% | 7% | -1% | -10% | 4% | 6 | 17% | 7% | -11%
CCOC(=O)[C@@H]1[C@H]2COc3ccc(Br)cc3[C@H]2N2C(=O)N(c3cccc(F)c3)C(=O)[C@]12C | -1% | -1% | -6% | 22% | 8% | -7 | 0% | 8% | -26%
CC(NC(=O)c1cc(COc2ccccc2)on1)c1nccs1 (centres undefined) | -9% | 1% | 4% | -22% | 24% | 0 | 0% | -24% | -6%
CCN(C(=O)CN1C=NS(=O)(=O)c2ccccc21)c1ccccc1 | 3% | -3% | 3% | -1% | -1% | -2 | 86% | 2% | -1%
O=C(c1ccc(COc2ccccc2Cl)o1)N1CCN(Cc2ccc3c(c2)OCO3)CC1 | 45µM*! | -20%&-14% | -8%&5% | -5%&-3% | 4%&-2% | 0&2 | 17%&23% | 7%&2% | -18%&-1%
CCCCc1cc(=O)oc2cc(C)cc(O)c12 | -24% | -8% | 5% | -19% | -6% | -8 | 20% | 13% | 2%
